# Screening results as filed in PubChem BioAssay.
# MC4R barr agon – MC4R agonists recruiting beta-arrestin, primary screen, cell-based, luminescence, agonist arm of biased-ligand search. 360,000 compounds, 0.98% hits. U2OS MC4R beta-arrestin complementation; percent of melanotan II response, DMSO zero. Melanocortin receptor 4 (Homo sapiens), P32245. activation, % at 8.9 µM;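 active = activation above a per-plate cutoff, the mean activation of sample wells on that plate plus 3 SD, cut at about 8% in these data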
# PDI inh – inhibitors of human PDI, primary screen, biochemical, turbidity, single point, plate reader; PDI insulin aggregation turbidity, A650, 90 min; inhibition, % at 10 µM; 350,000 compounds, 0.052% hits;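 active = mean inhibition across replicates of 30% or more, whatever share of single replicates reach that level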;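 also: absorbance from insulin aggregation driven by PDI reduction with DTT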
# Vif imaging – HIV Vif self-association inhibitors, primary screen, imaging, HEK293T, single point; HEK293T cells, Vif self-association by quenched fluorescence, 24 h; inhibition, % at 7.49 µM; 340,000 compounds, 0.35% hits; AID 602346, 2012; in the data active = inhibition above about 50%, passing the limit was not always enough; also: some results filed as inactive read as strong as hits
# ABCB6 inh 2 – ABCB6 transporter inhibitors, primary screen, K562-ABCB6 cells, flow cytometry, MLPCN library; 360,000 compounds, 0.19% hits; AID 602162, 2011; fluorescence ratio to DMSO, % at 10 µM; K562-ABCB6 porphyrin accumulation, 1 h; stronger effect = lower value; ATP-binding cassette sub-family B member 6 (Homo sapiens), Q9NP58;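 active = fluorescence ratio to DMSO below 75%, the collection mean minus 3 SD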;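 also: signal is porphyrin accumulated inside mitochondria; 100% equals median channel fluorescence of DMSO control wells; lower ratio means ABCB6 inhibition with less porphyrin fluorescence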
# Target sequence (Q9NP58 whole entry, looked up): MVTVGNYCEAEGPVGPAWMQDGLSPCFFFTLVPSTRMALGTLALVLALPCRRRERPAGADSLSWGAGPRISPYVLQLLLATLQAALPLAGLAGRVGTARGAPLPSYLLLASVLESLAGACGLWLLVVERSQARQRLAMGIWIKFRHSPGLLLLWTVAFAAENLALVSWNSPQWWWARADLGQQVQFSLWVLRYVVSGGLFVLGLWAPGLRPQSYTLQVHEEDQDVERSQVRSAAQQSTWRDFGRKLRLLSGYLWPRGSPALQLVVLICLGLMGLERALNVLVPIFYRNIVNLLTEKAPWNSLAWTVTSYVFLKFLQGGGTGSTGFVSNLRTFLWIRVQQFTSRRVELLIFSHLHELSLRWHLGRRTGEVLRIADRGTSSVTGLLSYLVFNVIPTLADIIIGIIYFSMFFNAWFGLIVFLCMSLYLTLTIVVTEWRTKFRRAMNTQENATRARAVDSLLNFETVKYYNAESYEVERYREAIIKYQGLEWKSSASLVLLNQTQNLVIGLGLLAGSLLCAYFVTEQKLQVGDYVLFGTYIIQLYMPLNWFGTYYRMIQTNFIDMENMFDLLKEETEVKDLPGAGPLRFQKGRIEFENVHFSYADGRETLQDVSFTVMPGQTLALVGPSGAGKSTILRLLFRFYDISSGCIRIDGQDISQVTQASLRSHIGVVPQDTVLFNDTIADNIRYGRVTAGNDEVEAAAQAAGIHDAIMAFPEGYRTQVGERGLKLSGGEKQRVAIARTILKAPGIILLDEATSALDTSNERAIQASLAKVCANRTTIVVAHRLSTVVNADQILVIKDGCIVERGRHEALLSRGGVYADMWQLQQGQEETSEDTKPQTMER
# HTR2A ag – mouse Htr2a agonists via beta-arrestin recruitment, primary screen, cell-based, luminescence | 5-hydroxytryptamine receptor 2A (Mus musculus), P35363 | CHO-K1 mHTR2A beta-arrestin complementation; percent of 30 µM serotonin response | activation, % at 7.6 µM | 360,000 compounds, 0.66% hits | AID 624169, 2012;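 active = activation above a run cutoff, the mean activation of all tested compounds plus 3 SD, cut at about 14% in these data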;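 also: 0% = plate median of compound wells and 100% = 30 µM serotonin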
# Glyco luc inh – increase of ERlucT glycosylation luciferase signal, primary screen, N-linked glycosylation inhibitor project, D54 ERlucT cells, luminescence, set 2 | D54 ERlucT glycosylation luciferase reporter, 24 h; percent of 100 nM tunicamycin response | reporter increase, % at 12.5 µM | 360,000 compounds, 0.23% hits | AID 588692, 2011;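 active = mean luciferase reporter signal, scaled so untreated is 0 and the glycosylation-blocking control 100, at or above a set limit in every replicate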;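 also: luciferase carries N-glycosylation sites so blocking glycosylation raises the light; 0% = median of neutral control wells and 100% = median of 100 nM tunicamycin wells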
# MC4R antag cAMP – MC4R antagonists of cAMP signaling, primary screen, cell-based, TR-FRET, antagonist arm of biased-ligand search | Melanocortin receptor 4 (Homo sapiens), P32245 | MC4R-expressing cells, MTII-stimulated cAMP, LANCE TR-FRET | inhibition, % at 6.5 µM | 360,000 compounds, 0.48% hits;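 active = inhibition above its plate's cutoff, the mean of tested wells on that plate plus 3 SD, cut at about 29% in these data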;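 also: 0% = Melanotan II alone and 100% = Melanotan II plus saturating MCL0020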
#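 Material – human MC4R-expressing U2OS cells · Repeats – no replicates · Detection – TR-FRET with Eu-cAMP and labeled anti-cAMP, 671 nm · Times – compound 30 min, challenge 1 h, detection 1 h · Compound – single nominal compound dose of 6.5 µM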
# CaV13 ICDI inh – Disruptors of the CACNA1D IQ motif to Ca2+-dependent inactivation inhibitor domain association, primary screening, Förster resonance energy transfer in intact living …; HEK cells, CFP/YFP FRET ICDI-IQ, plate reader, 10 min; percent FRET-ratio fall versus neutral wells; inhibition, % at 12.3 µM; 340,000 compounds, 0.098% hits; AID 743397;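 active = mean replicate inhibition of at least 30% and at least 1% of replicates passing that level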;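 also: 0% = median of the neutral control wells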
# aDG glyco up – activators of alpha-DG glycosylation, primary screen, uHTS, Pro5-aDG cells, AlphaScreen | activation, % at 10 µM | 360,000 compounds, 0.22% hits | alpha-DG glycosylation AlphaScreen (IIH6); 0% Pro5, 100% B10-LARGE cell signal;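 active = activation of at least 8% versus controls, or a plate z-score of at least 8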;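 also: Pro5 are CHO cells carrying HIG-tagged alpha-DG that lacks glycosylation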
# Cardio protect – cardioprotection against H2O2-induced cell death, primary screen, uHTS, H9c2 cells, ATPLite luminescence; H9c2 cardiomyocytes, H2O2 injury protection, 2 h; protection from H2O2 cell death, % at 20 µM; AID 588492, 2011; 360,000 compounds, 0.63% hits;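 active = compounds giving at least 50% protection of heart cells from peroxide-induced death in the single-dose screen, raw or plate-pattern-corrected value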;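 also: 0% = DMSO wells with peroxide and 100% = DMSO wells without peroxide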
# * hit, by the source's call; . = not tested or not shown.
SMILES,MC4R barr agon,PDI inh,Vif imaging,ABCB6 inh 2,HTR2A ag,Glyco luc inh,MC4R antag cAMP,CaV13 ICDI inh,aDG glyco up,Cardio protect
Nc1cc(Cl)ccc1C(=O)OCC(=O)NC1CCS(=O)(=O)C1 (stereo unspecified),2.0,-3,-1,93,-1,1,-2,-4,0.1,2
O=C(CN1CCN(c2ccccc2Cl)CC1)NC1CCCc2ccccc21 (stereo unspecified),0.1,3,-2,102,0,-2,6,-7,0.2,-4
O=C(c1ccccc1)c1c[nH]c2ccccc12,-0.9,0,-5,97,7,1,14,-3,0.3,0
COc1cc(NC(=S)NCc2cccnc2)c(OC)cc1Cl,-0.5,2,7,100,-4,-1,1,-6,-0.4,-1
O=C(C1CC(=O)N(c2ccc3c(c2)OCCO3)C1)N1CCCC(C(F)(F)F)C1 (stereo unspecified),0.0,0,-1,106,0,1,3,-4,-0.3,-2
CCOC(=O)C(C)On1c(-n2nc(C)cc2C)nc2ccccc2c1=O (stereo unspecified),-1.0,-10,-4,99,-2,0,14,-1,-0.1,5
O=C(CCc1ccc(S(=O)(=O)N2CCOCC2)cc1)Nc1ccc(F)c(F)c1F,-1.9,0,9,94,0,1,-9,-5,0.1,-6
Cc1cc(C)c2ccc(C(=O)O)nc2c1O,-1.1,4,-1,94,-5,2,18,-5,0.0,0
COc1ccc(OC)c(-c2cc(C(=O)Nc3cccc(Cl)c3)no2)c1,-1.1,-11,.,89,-5,0,4,-6,0.7,-6
CSc1ccccc1NC(=O)COC(=O)Cc1ccsc1,-1.4,-8,-3,104,9,-2,4,-6,-0.1,2
CCCN(CCC)C(=O)CSc1nc2n[nH]c(C)c2c(=N)n1-c1ccc(OCC)cc1,0.9,15,.,98,-2,0,9,.,2.2,7
CC(=O)C1(O)C(C)CC2C3CC=C4CC(O)CCC4(C)C3CCC21C (stereo unspecified),-3.0,4,-2,102,0,2,12,-9,-0.3,1
CCCSc1nc2c(cnn2-c2ccc(F)cc2)c(=O)[nH]1,0.8,-14,.,100,-2,-2,-9,-6,-0.1,-1
CC(=O)N1CCN(C(=O)CCc2cc(C(C)(C)C)c(O)c(C(C)(C)C)c2)CC1,-0.8,-2,2,91,3,1,-6,-2,0.0,-1
COC(=O)N/N=C\c1cccc(OC(=O)c2cccs2)c1,-1.6,-2,4,98,-1,2,-3,3,0.2,3
COc1ccc(CC(=O)NC(C)c2ccc3ccccc3c2)cc1 (stereo unspecified),-0.5,1,-17,93,3,1,2,-18,0.0,0
O=C(/C=N/O)Nc1cccnc1,-1.2,1,-2,100,1,4,4,-4,0.2,-5
CC(=O)Nc1ccc(NC(=O)c2ccc(Cl)c(S(=O)(=O)N3CCc4ccccc43)c2)cc1,3.6,0,-4,98,-6,-8,16,-6,-0.1,-7
O=C(NCC1CCCO1)c1ccc2c(c1)N(Cc1ccccc1)C(=O)CS2 (stereo unspecified),-3.7,-8,-8,99,-2,-3,6,-14,-0.2,1
COc1ccccc1C(=O)O/N=C1/CCCc2c1ccc(OC)c2[N+](=O)[O-],20*,-13,8,103,0,3,-1,.,0.4,1

# The final 5 compounds of the section above open the next one.
SMILES,MC4R barr agon,PDI inh,Vif imaging,ABCB6 inh 2,HTR2A ag,Glyco luc inh,MC4R antag cAMP,CaV13 ICDI inh,aDG glyco up,Cardio protect
COc1ccc(CC(=O)NC(C)c2ccc3ccccc3c2)cc1 (stereo unspecified),-0.5,1,-17,93,3,1,2,-18,0.0,0
O=C(/C=N/O)Nc1cccnc1,-1.2,1,-2,100,1,4,4,-4,0.2,-5
CC(=O)Nc1ccc(NC(=O)c2ccc(Cl)c(S(=O)(=O)N3CCc4ccccc43)c2)cc1,3.6,0,-4,98,-6,-8,16,-6,-0.1,-7
O=C(NCC1CCCO1)c1ccc2c(c1)N(Cc1ccccc1)C(=O)CS2 (stereo unspecified),-3.7,-8,-8,99,-2,-3,6,-14,-0.2,1
COc1ccccc1C(=O)O/N=C1/CCCc2c1ccc(OC)c2[N+](=O)[O-],20*,-13,8,103,0,3,-1,.,0.4,1
CCCC1Cc2c(sc3nc(SC)nc(N)c23)CO1 (stereo unspecified),5.9,-5,.,107,3,3,-5,.,0.5,-7
COc1ccccc1CC1(C)NC(=O)N(CC(=O)N2CCc3ccccc3C2)C1=O (stereo unspecified),1.9,-7,-4,99,10,-3,7,-4,0.0,2
CCC(=O)Oc1ccc(C(CC)C(CC)c2ccc(OC(=O)CC)cc2)cc1 (stereo unspecified),-0.8,2,16,96,11,0,5,-5,-0.3,-14
COc1cccc(-n2c(SCC(=O)c3c[nH]c4ccccc34)nc3ccccc3c2=O)c1,-0.5,6,-2,94,3,-4,-38,-3,-0.1,13
COc1cc(OC)cc(C(=O)N2c3ccc(F)cc3CCC2C)c1 (stereo unspecified),-1.2,-11,1,91,-7,-2,5,-6,0.1,1
CNC(=O)N(O)C1N(C)C(=O)N(CC(=O)OC)C1(C)C (stereo unspecified),0.2,17,-2,97,11,4,2,-6,-0.3,3
C/C(=N\Nc1nncc2ccccc12)c1ccc(OCC(=O)N(C)C)cc1,-2.8,-11,6,93,-1,-2,0,-3,0.1,13
Cc1ccc(CNC(=O)CCS(=O)(=O)c2ccc3c(c2)NC(=O)CS3)cc1,0.2,1,7,102,-4,-4,9,-14,0.5,3
COc1ccccc1/C=c1\sc2nc(-c3ccccc3OC)nn2c1=O,-2.8,11,2,95,-2,7,4,-4,0.0,10
CCC(NC(=O)Cc1cccs1)c1ccccc1 (stereo unspecified),2.8,3,0,98,10,-2,5,0,-0.2,-1
Cc1ccsc1-c1n[nH]c(=S)n1C1CCCCC1,-0.9,-3,-19,96,9,1,-3,-3,-0.2,-7
Cc1cc(C)nc(NC(=O)c2ccc(Cl)cc2Cl)n1,-1.1,1,28,98,5,3,-3,-7,0.1,-9
CN1CCN(c2nc3c(c(=O)n(C)c(=O)n3C)n2Cc2ccccc2F)CC1,-1.1,-4,-4,91,9,4,5,-5,0.0,4
COc1cccc(N2CC(NS(=O)(=O)c3ccc4ccccc4c3)CC2=O)c1 (stereo unspecified),-1.7,1,-16,81,1,1,5,-7,0.3,-8
COc1cccc(NC(=O)Cn2cc(C=O)c3ccccc32)c1,0.5,-1,-10,95,1,-3,21,-4,0.0,-12
Cc1ccccc1NS(=O)(=O)CCCCC(Cl)(Cl)Cl,3.4,-1,-4,102,5,-2,11,-5,0.6,-10
CN(Cc1ccc(Cl)cc1)C(C(=O)NC1CCCCC1)c1ccnc2ccccc12 (stereo unspecified),.,.,-5,103,-6,1,.,.,0.2,3
COc1ccccc1S(=O)(=O)N(C)C[C@@H]1OCc2cnnn2CCCC(=O)N([C@@H](C)CO)C[C@@H]1C,-1.1,6,-2,100,2,2,7,-3,0.2,10
COc1ccc(N(CC(=O)NC2CCCC2)C(=O)Cn2nnc(-c3ccc(C)o3)n2)cc1,-1.1,0,-2,102,2,-1,-1,-8,0.1,-1
O=[N+]([O-])c1ccc(-c2cn(-c3ccc(Cl)cc3)c(=S)[nH]2)cc1,1.8,1,13,101,0,2,-1,-5,0.0,0
Cc1cc(C(=O)NN=Cc2c(C)[nH]c3ccccc23)c(C)o1,0.4,1,2,101,0,3,8,-6,-0.2,-2
O=C(Cn1cnc([N+](=O)[O-])n1)N/N=C/c1ccccc1O,2.1,-1,0,110,8,6,0,-5,0.6,64*
CC(C)CN(C(=O)COC(=O)CSc1ccc(Br)cc1)C1CCS(=O)(=O)C1 (stereo unspecified),1.1,0,1,104,1,3,5,-6,0.2,2
COc1ccc(C)cc1NC(=O)c1nn(C)c(C(=O)Nc2cc(C)ccc2OC)c1[N+](=O)[O-],-0.5,-8,-3,107,-1,5,4,-5,-0.1,-2
COc1ccc(-n2c(CN3CCN(c4ccccn4)CC3)nc3ccc([N+](=O)[O-])cc3c2=O)c(OC)c1,-1.3,1,14,96,2,1,38*,-4,-0.2,-1
CC(Oc1ccc2c3c(c(=O)oc2c1)CCC3)C(=O)NCc1ccccn1 (stereo unspecified),-1.0,0,-1,99,4,1,-1,-15,-0.2,-1
CC(=O)c1ccc(NC(=S)N2c3ccccc3CC2C)cc1 (stereo unspecified),-0.9,8,-3,104,-4,-3,11,-2,-0.1,-13
CCn1c(SCC(=O)N2CCCc3ccccc32)nnc1-c1ccco1,0.2,1,20,102,0,1,1,-5,-0.1,6
O=C1CC[C@H](O)CCN1[C@H](CSc1ccc(Br)cc1)Cc1ccccc1,0.4,0,.,98,-6,2,-3,-3,-0.4,5
Cc1ccc(-n2c(C)c([N+](=O)[O-])c3ccc(O)c(CN(C)C)c32)cc1,-3.1,0,-3,92,-9,-14,-2,-4,-0.3,21
O=C1C2C3C=CC(C4CC34)C2C(=O)N1CCCCN1CCN(c2ccc(F)cc2)CC1 (stereo unspecified),1.2,-3,0,100,-2,4,0,-4,0.1,-6
COc1cccc(CNC(=O)CCC2CCCN(C3CCOCC3)C2)c1 (stereo unspecified),-0.7,3,-3,97,-2,2,-3,.,0.1,5
COc1ccc(NC(=S)NC(=NS(=O)(=O)c2ccc(Cl)cc2)c2ccccc2)cc1,-0.4,-17,4,104,-3,1,5,-10,0.0,-7

# Exported with two lines to a compound: part of the list above.
# The line under a structure holds: MC4R barr agon	PDI inh	Vif imaging	ABCB6 inh 2	HTR2A ag	Glyco luc inh	MC4R antag cAMP	CaV13 ICDI inh	aDG glyco up	Cardio protect
CC(=O)c1ccc(NC(=S)N2c3ccccc3CC2C)cc1 (stereo unspecified)
→ -0.9	8	-3	104	-4	-3	11	-2	-0.1	-13
CCn1c(SCC(=O)N2CCCc3ccccc32)nnc1-c1ccco1
→ 0.2	1	20	102	0	1	1	-5	-0.1	6
